S1P4 ag: activates the human S1P4 receptor; O95977; S1P4-expressing cell line, agonist reporter assay; activation, % at 4.98 µM; actives 0.35% (n = 220,000); in the data active = activation above about 11%;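 also: 0% = DMSO vehicle and 100% = reference agonist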
Target sequence (O95977 whole entry, looked up): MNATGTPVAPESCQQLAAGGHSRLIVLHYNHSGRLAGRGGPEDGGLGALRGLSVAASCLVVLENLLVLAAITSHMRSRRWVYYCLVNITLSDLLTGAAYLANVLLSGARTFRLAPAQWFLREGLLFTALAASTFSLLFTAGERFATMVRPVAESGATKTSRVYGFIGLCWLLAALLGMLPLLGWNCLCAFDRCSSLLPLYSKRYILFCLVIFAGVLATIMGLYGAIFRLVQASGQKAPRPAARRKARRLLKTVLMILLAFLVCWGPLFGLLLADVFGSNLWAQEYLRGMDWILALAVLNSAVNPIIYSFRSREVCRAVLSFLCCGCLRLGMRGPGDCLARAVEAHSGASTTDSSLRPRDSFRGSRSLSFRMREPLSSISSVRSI
RBBP9 inhibitor: inhibitors of human serine hydrolase RBBP9; recombinant RBBP9, FP-Rh probe fluorescence polarization; inhibition, % at 7.94 µM; actives 0.2% (n = 220,000);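 active = inhibition above the campaign mean of all tested compounds plus 3 SD, cut at about 14% in these data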;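 also: plate controls were DMSO wells with RBBP9 for no effect and wells lacking RBBP9 protein for full effect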
Target sequence (O75884 whole entry, looked up): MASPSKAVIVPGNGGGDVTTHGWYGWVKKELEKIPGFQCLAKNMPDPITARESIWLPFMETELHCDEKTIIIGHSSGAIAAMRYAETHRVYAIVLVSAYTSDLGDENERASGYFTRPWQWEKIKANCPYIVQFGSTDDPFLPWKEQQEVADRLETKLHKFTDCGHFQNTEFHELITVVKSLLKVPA
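Controls: DMSO-treated enzyme wells and wells lacking RBBP9 | Material: RBBP9 protein | Technique: Fluorescence polarization | Replication: Single well per compound, no replicates | Buffer or medium: Tris-NaCl-Pluronic buffer, pH 8.0 | Timing: 30 min compound preincubation, 45 min probe labeling, 25 °C | Read-out basis: Percent inhibition from mP, scaled between DMSO and no-protein wells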
Ba/F3 V617F tox: loss of viability in JAK2V617F-driven Ba/F3 cells; AID 1446; actives 1.1% (n = 220,000); Ba/F3 EpoR-JAK2V617F viability, ATP luminescence; inhibition, % at 5.6 µM;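 active = inhibition above the campaign mean plus 3 SD over all tested compounds, cut at about 24% in these data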;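 also: cytokine-independent growth of Ba/F3 cells driven by EpoR plus mutant JAK2; 0% = DMSO-treated cells and 100% = JAK inhibitor I control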
NPY-Y1 antag: blocks the human neuropeptide Y Y1 receptor; P25929; HEK293-CNG Y1 cells, membrane potential fluorescence; NPY at EC95, then isoproterenol; inhibition, % at 3.6 µM; actives 1% (n = 200,000); AID 1040;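 active = inhibition above the campaign mean inhibition of all tested compounds plus 3 SD, cut at about 20% in these data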;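 also: 0% = DMSO wells given NPY plus isoproterenol and 100% = isoproterenol alone without NPY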
Target sequence (P25929 whole entry, looked up): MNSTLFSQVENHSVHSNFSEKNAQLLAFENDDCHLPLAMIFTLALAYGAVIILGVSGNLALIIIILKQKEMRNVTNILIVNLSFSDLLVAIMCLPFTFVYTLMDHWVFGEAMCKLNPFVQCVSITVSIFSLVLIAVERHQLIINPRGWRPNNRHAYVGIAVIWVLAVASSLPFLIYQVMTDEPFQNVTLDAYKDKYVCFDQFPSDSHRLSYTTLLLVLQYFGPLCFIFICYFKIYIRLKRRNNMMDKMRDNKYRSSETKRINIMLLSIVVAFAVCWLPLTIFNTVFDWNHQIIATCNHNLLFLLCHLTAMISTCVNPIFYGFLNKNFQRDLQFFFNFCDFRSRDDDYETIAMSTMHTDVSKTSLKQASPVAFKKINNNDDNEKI
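Assay system: HEK293 cells with Y1 receptor plus CNG channel | Probe or stimulus: NPY (25 nM), isoproterenol (1 µM), Ro 20-1724 (25 µM) | Timing: Compound incubation 1 h at room temperature, readout 45 min post-stimulation | Measured by: Membrane-potential fluorescent dye readout | Benchmarks: High control isoproterenol alone, low control NPY with isoproterenol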
Runt-CBFb FRET: blocks binding of human RUNX1 Runt domain to CBFb; Q01196+Q13951; Cerulean-Runt/Venus-CBFb FRET ratio 530/480, 1 h; inhibition, % at 20 µM; actives 0.46% (n = 220,000);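 active = inhibition over about 50% at 20 µM in the single-dose screen, limit read from the data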;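 also: 0% = DMSO wells and 100% = excess unlabeled CBFb competitor control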
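test system = Cerulean-Runt domain fusion protein, energy donor | probe or stimulus = Venus-CBFb binding partner, 100 nM | incubation = two 1 h room-temperature incubations shielded from light | detection = fluorescence energy transfer, 422 nm excitation, 530/480 nm emission | measure = loss of energy transfer signal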
NPY-Y1 PAM-ag: potentiators or agonists of human neuropeptide Y receptor Y1 | P25929 | NPY-Y1 expressing cells, potentiator/agonist activation | activation, % at 3.6 µM | actives 0.37% (n = 220,000) | AID 1304; in the data active = activation above about 33%, passing the limit was not always enough;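 also: cells stimulated with NPY at EC10 then isoproterenol at EC100; 0% = low agonist plus stimulus and 100% = saturating agonist plus stimulus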
S1P4 antag: antagonists of human S1P4 receptor; O95977; inhibition, % at 4.98 µM; actives 0.26% (n = 220,000); S1P4-expressing cells, antagonist mode, reporter read-out; in the data active = inhibition above about 29%;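 also: 0% = wells stimulated with agonist and 100% = vehicle wells without agonist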
BaF3 tox: counter-screen for JAK2V617F inhibitors: parental Ba/F3 viability inhibitors; actives 1.1% (n = 220,000); CellTiter-Glo ATP luminescence; inhibition, % at 5.6 µM;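 active = inhibition above a per-campaign cutoff, the mean inhibition of all tested compounds plus 3 SD, cut at about 27% in these data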;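 also: 0% = DMSO wells and 100% = JAK Inhibitor I control wells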
NPY2 pot ag: human NPY-Y2 potentiation or agonism, primary screen. actives 0.45% (n = 220,000). P49146. activation, % at 3.6 µM. cells expressing NPY-Y2, potentiator/agonist read-out; in the data active = activation above about 27%;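 also: cells stimulated with NPY near EC25 plus isoproterenol at EC100; 0% = vehicle plus submaximal agonist and 100% = vehicle plus saturating agonist; some results beyond the cut were filed as inactive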
The depositor's hits bear a star; nt = no result given. Random draw from the library; about 3.6% have a hit in one of these screens.

SMILES | S1P4 ag | RBBP9 inhibitor | Ba/F3 V617F tox | NPY-Y1 antag | Runt-CBFb FRET | NPY-Y1 PAM-ag | S1P4 antag | BaF3 tox | NPY2 pot ag
COc1ccccc1-c1c(C)nn2c(N3CCC(C)CC3)cc(C)nc12 | 1.6 | -7 | 0 | nt | -6 | 12 | -13 | 0 | 23
COc1ccc(N2CCN(C(=O)c3ccccc3Br)CC2)c([N+](=O)[O-])c1 | -0.2 | -8 | -3 | -4 | 0 | 3 | -16 | 0 | 9
O=C(O)c1ccc(/C=C(\c2nc3ccccc3[nH]2)c2nc3ccccc3s2)cc1 | 1.1 | 4 | -2 | nt | 0 | 33 | -4 | -6 | 3
CCOC(=O)c1c(C(F)(F)F)cc(-c2ccc(F)cc2)nc1C | 1.1 | -3 | -5 | 0 | -5 | -21 | -10 | 3 | -5
COc1ccc(-c2cc(C(=O)Nc3ccccc3SC)no2)cc1 | -0.2 | -9 | -3 | 1 | 4 | 5 | -6 | 2 | 3
CCNC(=O)NS(=O)(=O)c1cnccc1Nc1cccc(Cl)c1 | -0.9 | 2 | 6 | 8 | 0 | -55 | -3 | 11 | -24
CC1(C)CC(=O)C2=C(C1)Nc1ccccc1NC2c1ccc2c(c1)OCO2 (configuration not stated) | 2.2 | -11 | -4 | 1 | -1 | -3 | -15 | 3 | 13
FC(F)(F)c1cc(-c2ccc(Cl)cc2)nc2ncnn12 | 1.6 | -2 | -5 | 3 | 2 | -18 | 4 | 0 | 2
CNC(=O)c1[nH]cnc1C(=O)Nc1ccc(Cl)cc1 | -0.4 | -5 | -4 | nt | 1 | 26 | -5 | 1 | 16
COc1cccc(OC)c1C(=O)Nc1cccnc1 | 1.6 | 1 | -2 | -4 | -1 | 2 | -17 | 6 | 2
O=C(Nc1cccc(Cl)c1)/C(=C\c1cccnc1)NC(=O)c1ccco1 | 0.8 | -2 | -2 | -4 | 0 | -1 | -11 | 11 | 2
N#CCn1c2ccccc2c2nc3ccccc3nc21 | 2.1 | -10 | -2 | 0 | 1 | 10 | -8 | 11 | -1
CCc1sc(C(=O)Nc2ccc(F)cc2C)cc1C | 0.3 | -9 | 4 | 5 | 1 | -2 | 5 | 5 | -2
Cc1cc(C)n(-c2ccc(Oc3ccccc3)c(S(=O)(=O)O)c2)n1 | 2.1 | -7 | -3 | 6 | -2 | 2 | -16 | 3 | -7
N#Cc1sc2nc3c(cc2c1N)CCCC3 | 1.2 | -1 | 0 | 0 | 0 | -85 | 4 | 5 | -17

Exported with two lines to a compound: part of the list above
Each structure is followed by: S1P4 ag	RBBP9 inhibitor	Ba/F3 V617F tox	NPY-Y1 antag	Runt-CBFb FRET	NPY-Y1 PAM-ag	S1P4 antag	BaF3 tox	NPY2 pot ag
O=C(Nc1cccc(Cl)c1)/C(=C\c1cccnc1)NC(=O)c1ccco1
 : 0.8	-2	-2	-4	0	-1	-11	11	2
COc1cccc(OC)c1C(=O)Nc1cccnc1
 : 1.6	1	-2	-4	-1	2	-17	6	2
N#CCn1c2ccccc2c2nc3ccccc3nc21
 : 2.1	-10	-2	0	1	10	-8	11	-1
CNC(=O)c1[nH]cnc1C(=O)Nc1ccc(Cl)cc1
 : -0.4	-5	-4	nt	1	26	-5	1	16
CCc1sc(C(=O)Nc2ccc(F)cc2C)cc1C
 : 0.3	-9	4	5	1	-2	5	5	-2
CC1(C)CC(=O)C2=C(C1)Nc1ccccc1NC2c1ccc2c(c1)OCO2 (configuration not stated)
 : 2.2	-11	-4	1	-1	-3	-15	3	13

(continued)
SMILES | S1P4 ag | RBBP9 inhibitor | Ba/F3 V617F tox | NPY-Y1 antag | Runt-CBFb FRET | NPY-Y1 PAM-ag | S1P4 antag | BaF3 tox | NPY2 pot ag
CCNC(=O)NC(=O)C(C)OC(=O)CCCSc1nc2ccccc2s1 (configuration not stated) | 0.0 | 0 | -2 | 4 | -3 | -22 | 4 | 8 | -14
COc1ccc(C(=O)Nc2ccncc2)c(OC)c1 | 0.4 | -14 | 0 | 3 | -1 | -19 | -2 | -1 | 12
CCCCN(C(=O)CNC(=O)c1ccco1)C(C(=O)NC1CCCCC1)c1ccc(OC)cc1OC (configuration not stated) | -1.8 | -9 | -1 | -1 | -3 | 7 | 2 | 2 | -8
Cc1ccccc1-n1c(C)nc2ccccc21 | 1.3 | 1 | -3 | 4 | -1 | 12 | 6 | 1 | 5
COc1ccc(-c2oc(NC(C)=O)c(C#N)c2-c2ccc(OC)cc2)cc1 | -1.3 | 1 | 0 | 5 | 0 | 3 | -2 | 4 | -2
Cc1nn(-c2ccccc2)c2[nH]c(=O)c(CNc3ccc(N4CCOCC4)cc3)cc12 | 0.7 | -3 | 0 | -7 | -22 | 11 | -9 | 8 | 12
Cc1ccc(CN(c2ccc(C(=O)N3CCc4ccccc4C3)cc2)S(C)(=O)=O)cc1 | -3.6 | 8 | -3 | 1 | -4 | -10 | 11 | 1 | 3
C=CCn1c(SCC#N)nc2sc(CC)cc2c1=O | -0.6 | -3 | -1 | 13 | -2 | -11 | -6 | 2 | -4
Cn1cc(C(=O)c2ccccc2)cc1-c1nc2ccccc2n1C | 1.3 | -1 | -1 | -4 | 1 | -23 | -13 | 5 | 11
Cc1cc(NC(=O)COC(=O)c2ccc(S(=O)(=O)N3CCCC3)cc2)no1 | 1.9 | -3 | -1 | 5 | 0 | -1 | -10 | 5 | 4
CC(C)Cn1c2c(c(=O)[nH]c1=O)C(C(F)(F)F)(C(F)(F)F)N=C(CCC1CCCCC1)N2 | -0.5 | -4 | 1 | 1 | -1 | -10 | 4 | -2 | -11
Cc1onc(-c2c(F)cccc2Cl)c1C(=O)OCc1cnc(Cl)s1 | 0.5 | -4 | -4 | 4 | -2 | -6 | 14 | 4 | 2
Cc1cccc(C(=O)NCC(=O)OCC(=O)N2CCc3ccccc32)c1 | 0.1 | -6 | 5 | 8 | 0 | -5 | 1 | 4 | -7
C=CCNC(=S)NNC(=O)c1ccc(=O)n(Cc2ccccc2)c1 | 0.1 | -5 | 1 | 1 | 3 | 11 | -13 | 2 | 5
CC(C)C(=O)c1cn(CC(=O)O)c2ccccc12 | 2.5 | -1 | 8 | -1 | 2 | -7 | 1 | 11 | -1

Of the compounds above, these contain a thiophene ring, fused or not:
SMILES | S1P4 ag | RBBP9 inhibitor | Ba/F3 V617F tox | NPY-Y1 antag | Runt-CBFb FRET | NPY-Y1 PAM-ag | S1P4 antag | BaF3 tox | NPY2 pot ag
CCc1sc(C(=O)Nc2ccc(F)cc2C)cc1C | 0.3 | -9 | 4 | 5 | 1 | -2 | 5 | 5 | -2
N#Cc1sc2nc3c(cc2c1N)CCCC3 | 1.2 | -1 | 0 | 0 | 0 | -85 | 4 | 5 | -17
C=CCn1c(SCC#N)nc2sc(CC)cc2c1=O | -0.6 | -3 | -1 | 13 | -2 | -11 | -6 | 2 | -4

(further entries)
SMILES | S1P4 ag | RBBP9 inhibitor | Ba/F3 V617F tox | NPY-Y1 antag | Runt-CBFb FRET | NPY-Y1 PAM-ag | S1P4 antag | BaF3 tox | NPY2 pot ag
CC1=C(c2ccccc2)[N+](=O)C2(CCCCC2)N1[O-] | 2.5 | 1 | -1 | -4 | 2 | -2 | -12 | 1 | 7
C/C(N)=C(/C#N)C(=O)COC(=O)c1cc(-c2ccc(C)cc2)nc2ccccc12 | 0.8 | -9 | -3 | -7 | -7 | 16 | -17 | -3 | 12
Cc1cc(N)n(-c2ccc3ccccc3c2)n1 | 1.6 | 7 | -1 | 3 | -4 | 5 | -6 | 6 | 5
CCOC(=O)N1CCC(NCc2c(C(=O)N(C)Cc3ccccc3)nc3ccccn23)CC1 | 0.1 | 8 | 2 | 10 | 4 | 5 | -18 | 6 | -4
COc1ccc(NC(=O)CC2Sc3ncnn3C2=O)cc1 (configuration not stated) | 1.1 | 5 | -2 | -4 | 10 | -22 | -5 | 3 | 2
O=c1nc2ccccc2c2n1CC(CN1CCN(C(c3ccccc3)c3ccccc3)CC1)N2 (configuration not stated) | -0.3 | -1 | -2 | 0 | -3 | 11 | -17 | 4 | 4
Cc1ccc(N)c(C(=O)CCCCC(=O)O)c1 | -0.1 | 0 | -4 | -5 | 1 | -4 | -17 | 2 | 3
CC1CCN(CCCNC(=O)c2ccc(Cn3c(=S)[nH]c4ccc(Br)cc4c3=O)cc2)CC1 | 0.6 | 4 | 4 | 9 | 2 | -28 | 11 | 16 | -6
Oc1ccc(Oc2ncc(Cl)cc2Cl)cc1 | 0.2 | -1 | -2 | -1 | 1 | -19 | -28 | 1 | 8
CNC(=S)N/N=C/c1cc(C)n(-c2ccc(Cl)c(Cl)c2)c1C | 2.3 | -1 | -1 | 6 | 1 | -13 | -14 | 6 | 6
COc1ccc(N(C(=O)C(C)C)S(=O)(=O)c2cccc3cccnc23)cc1 | 1.0 | -3 | -5 | -2 | -3 | 12 | -24 | 5 | -6
COc1ccc(NC(=O)CN2C(=O)C(C)Oc3ccccc32)cc1 (configuration not stated) | 0.9 | -5 | 4 | -4 | -1 | 6 | -37 | 7 | 8
CCOc1ccc(NC(=O)C2CCC(CNc3c(N4CCCCC4)c(=O)c3=O)CC2)cc1 (configuration not stated) | 0.8 | 1 | -1 | nt | -1 | -6 | 3 | 4 | 6
O=[N+]([O-])c1cccc(C(=Nc2ccccc2Cl)NO)c1 | -2.2 | -9 | 3 | 4 | -2 | -11 | -9 | 1 | 0
COc1ccc(CCN2C(=O)c3ccccc3C2(O)c2ncc[nH]2)cc1OC (configuration not stated) | 1.3 | 0 | -2 | 4 | -4 | -6 | 17 | 4 | 3
CCOc1ccc(NC(=O)CCSc2ccc3ccccc3n2)cc1 | 0.9 | -15 | 1 | 11 | 0 | -31 | -17 | 5 | -7
CCN(Cc1ccccc1)C(c1ccc(C)cc1)c1nnnn1C(C)(C)C (configuration not stated) | 1.1 | -14 | 4 | 1 | -2 | 5 | -4 | 6 | -12
O=C(O)c1ccc(-c2nnn(Cc3cccc(C(F)(F)F)c3)n2)cc1 | 0.1 | -10 | -4 | nt | -1 | 0 | 9 | -1 | -16
COc1ccccc1-n1cnnc1SC(C)C(=O)Nc1ccc(NC(C)=O)cc1 (configuration not stated) | -0.3 | 0 | -2 | -2 | 0 | 12 | -17 | -3 | 9
COCCCNC(=O)Cn1nnc(-c2ccc(NC(=O)c3ccccc3OC)cc2)n1 | 0.3 | -5 | -2 | -2 | -3 | -12 | -17 | 9 | -2
CCC(C)(C)NC(=O)Nc1cc(Cl)ccc1OC | 0.6 | -10 | 2 | -5 | 2 | 19 | -22 | 5 | 13

Compound activity (PubChem BioAssay)
